High-throughput results from PubChem.
RAD52 inh: inhibitors of human RAD52 DNA annealing. P43351. recombinant RAD52 DNA annealing, FRET fluorescence. inhibition, % at 18.7 µM. 360,000 tested, 0.46% active. AID 651710;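 active = every replicate showing at least 50% inhibition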
Target sequence (P43351 whole entry, looked up): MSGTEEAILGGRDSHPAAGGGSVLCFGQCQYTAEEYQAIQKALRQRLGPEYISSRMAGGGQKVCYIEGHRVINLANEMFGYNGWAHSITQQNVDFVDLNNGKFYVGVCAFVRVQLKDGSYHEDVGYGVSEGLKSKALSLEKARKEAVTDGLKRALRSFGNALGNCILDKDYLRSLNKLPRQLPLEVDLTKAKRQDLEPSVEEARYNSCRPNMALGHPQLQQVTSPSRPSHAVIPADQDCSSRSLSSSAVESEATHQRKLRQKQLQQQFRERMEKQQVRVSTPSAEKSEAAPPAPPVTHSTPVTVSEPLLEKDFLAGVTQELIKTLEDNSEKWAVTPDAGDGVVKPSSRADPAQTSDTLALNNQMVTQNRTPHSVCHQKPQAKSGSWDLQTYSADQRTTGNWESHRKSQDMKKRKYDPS
miR122 inh: blocks miR-122 activity in Huh7 sensor cells. Huh7 miR-122 Renilla luciferase sensor, 48 h; neutral wells = 0, positive control = 100. activation (reporter increase), % at 12.5 µM. 340,000 tested, 0.3% active. AID 602342;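 active = mean replicate activation score at least 90 and every replicate individually at or above 90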;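 also: higher luciferase means less miR-122 activity so hits act as miR-122 inhibitors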
Cneo AK release: causes C. neoformans cell lysis; adenylate kinase release luminescence, 4 h; normalised: neutral wells 0, clomiphene wells 100; lysis activity, % at 15 µM; 360,000 tested, 0.2% active; AID 651654;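 active = mean lysis activity across replicates of at least 80%, whatever share of replicates individually reach that level; inactive = mean lysis activity below 80%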
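Material – Cryptococcus neoformans yeast cells · Quantity – 5 × 10^6 yeast cells/mL · Buffer or medium – YPD medium · Compound – single dose · Timing – 4 h static compound exposure, 37 °C, read 1 h post-reagent · Signal – adenylate kinase release luminescence · Read-out basis – lysis from increased AK signal · Benchmarks – Clomiphene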
PGC1a acetyl inh: modulators of PGC1a acetylation; U2OS PGC1a acetylation, AlphaScreen anti-acetyl-lysine; with virally co-expressed GCN5 acetyltransferase; inhibition, % at 15.6 µM; 350,000 tested, 0.17% active;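 active = every replicate shows inhibition of at least 40%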;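 also: 0% = neutral control wells and 100% = positive control wells; some results beyond the cut were filed as inactive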
ERAP1 HTS inh: blocks human ERAP1 aminopeptidase activity. 340,000 tested, 0.15% active. Q9NZ08. recombinant ERAP1, Leu-AMC fluorescence, 60 min. inhibition, % at 10.7 µM;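 active = mean replicate inhibition of at least 30%, or all replicates individually reaching that 30% level; inactive = mean below 30% and not every replicate reaching it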;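 also: 0% = neutral control wells and 100% = L-leucinethiol positive control wells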
PglD inh: inhibitors of Campylobacter jejuni PglD acetyltransferase | AID 602405 | 360,000 tested, 0.098% active | purified PglD enzyme, DTNB colorimetric CoA detection | inhibition, % at 12.5 µM; in the data active = inhibition above about 16%, passing the limit was not always enough; also: strong numbers were not always called active
RAD54 inh: blocks human RAD54 Holliday junction branch migration; Q92698; FAM/BHQ fluorescence; inhibition, % at 10.4 µM; 360,000 tested, 0.14% active;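 active = mean normalized replicate activity at least 40 and at least half of replicates scoring 40 or more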;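 also: 0% = median of neutral control wells and 100% = median of positive control wells; inhibitors cause a drop in the FAM fluorescence signal; in these data hits start at about 50%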
E-sel inducer: E-selectin induction on HUVECs | P16581 | HUVEC E-selectin immunofluorescence imaging; normalized: neutral wells 0, TNF-alpha wells 100 | activation, % at 7.58 µM | 260,000 tested, 0.37% active | AID 686992;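 active = mean E-selectin-positive cell signal at least 10% of the positive control, reached in at least 60% of replicates, without over 20% cell loss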;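 also: in these data hits start at about 27%; measured in HUVEC primary endothelial cells; signal is the percent of cells scored E-selectin positive by PE staining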
Target sequence (P16581 whole entry, looked up): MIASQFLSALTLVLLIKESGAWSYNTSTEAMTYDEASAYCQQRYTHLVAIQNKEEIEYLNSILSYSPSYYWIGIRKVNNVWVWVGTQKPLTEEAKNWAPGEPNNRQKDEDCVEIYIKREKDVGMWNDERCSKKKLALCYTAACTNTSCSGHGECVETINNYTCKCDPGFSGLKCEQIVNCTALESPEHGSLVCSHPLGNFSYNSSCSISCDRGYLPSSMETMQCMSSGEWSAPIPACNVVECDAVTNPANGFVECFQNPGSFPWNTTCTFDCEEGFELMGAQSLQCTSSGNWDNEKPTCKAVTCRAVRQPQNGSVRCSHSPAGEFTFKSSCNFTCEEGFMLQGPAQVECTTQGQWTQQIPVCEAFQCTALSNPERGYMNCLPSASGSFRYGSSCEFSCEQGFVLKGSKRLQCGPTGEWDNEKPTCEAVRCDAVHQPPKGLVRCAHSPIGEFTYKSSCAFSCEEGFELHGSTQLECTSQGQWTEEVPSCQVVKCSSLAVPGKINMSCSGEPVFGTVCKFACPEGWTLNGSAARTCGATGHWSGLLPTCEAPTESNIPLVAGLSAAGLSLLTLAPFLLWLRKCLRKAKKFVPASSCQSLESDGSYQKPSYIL
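Test system: HUVEC; input: 3,000 HUVEC/well; measured by: immunofluorescence imaging; read-out: % PE-positive cells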
The depositor's hits bear a star; i = inactive; · = not tested or not shown; [ ] = dose if it differs, or a comment. Only part of the results is shown (hit frequency here may not be typical).

SMILES | RAD52 inh | miR122 inh | Cneo AK release | PGC1a acetyl inh | ERAP1 HTS inh | PglD inh | RAD54 inh | E-sel inducer
Cc1cccc(OP(=O)(NCc2ccccc2)Oc2cccc(C)c2)c1 | -7 | 78 | -1 | · | 2 | -3 | 3 | ·
O=C(Cc1ccccc1)N1CC2(C1)[C@H](c1ccccc1)[C@@H](CO)N2Cc1cccc(F)c1 | -27 | · | · | -13 | -1 | · | · | -0.1
O=C(NC1CC1)C1CSC(c2cccnc2)=N1 (configuration not stated) | · | · | 4 | 2 | · | 2 | 3 | ·
O=C(C1CCC(=O)N1C1CCCC1)N1CCC2(CC1)OCCO2 (configuration not stated) | · | -6 | -1 | 4 | · | -1 | 5 | ·
CC1=NCCc2c1[nH]c1cc(O)ccc21 | i | 3 | 1 | -12 | 53* | -3 | -196 | -0.3
c1ccc(C2(NC3=NCCO3)CCCCC2)cc1 | 1 | -8 | -3 | 4 | -2 | 2 | -1 | 0.4
COc1cccc(NC2=NCCCS2)c1 | -12 | 3 | -1 | -20 | -3 | 10 | 4 | ·
CN(C)C(=O)Oc1cccc(OCc2n(C)c3ccccc3[n+]2C)c1 | -21 | 13 | 1 | · | -2 | -2 | -1 | -0.1
Cc1cccc(C)c1-n1nnnc1C(c1ccnc2ccccc12)N1CCC2(CC1)C(=O)NCN2c1ccccc1 (configuration not stated) | -11 | -3 | -35 | -50 | · | 3 | 5 | -1.0
O=C(COc1ccc2ccc(=O)oc2c1)N1C[C@H]2C[C@@H](C1)c1cccc(=O)n1C2 | -11 | -2 | 1 | 10 | 0 | -2 | -12 | ·
O=C(COC(=O)Cc1ccccc1)NCCNC(=O)COC(=O)Cc1ccccc1 | -4 | 0 | -2 | -6 | -1 | -2 | 4 | -0.5
CC(Cc1cnccn1)NCc1c(C(=O)N2CCCCCCC2)nc2ccc(Cl)cn12 (configuration not stated) | -6 | -5 | 2 | · | 1 | -1 | -5 | ·
CNC(=O)Oc1ccc(C(=O)N2c3ccccc3NC(=O)C2C)cc1 (configuration not stated) | -6 | · | -1 | -4 | 1 | 6 | -14 | 0.1
C[n+]1c2ccccc2nc2ccc(NCCO)cc21 | -38 | · | 2 | · | 6 | 4 | 75* | ·
O=C(CCN1CCCCC1)Nc1ccc(Cl)cc1C(=O)c1ccccc1 | -18 | 1 | -1 | -3 | 2 | -5 | -6 | -0.1
O=C(Cc1ccncc1)N1CCCCN2[C@H](CO)[C@H](c3ccc(-c4ccncc4)cc3)[C@@H]2C1 | -64 | 39[16.7 µM] | 35 | 3 | -3 | 5 | -15 | 0.1
COC(=O)C1=C(c2c(C)noc2C)C[C@@H]2CC[C@H]1N2C(=O)NCCNC(C)=O | -6 | 0 | 2 | -1 | -1 | -6 | -8 | -0.1
COc1ccc(-n2c(O)c(C=Nc3c(C)n(C)n(-c4ccccc4)c3=O)c(=O)[nH]c2=O)cc1 | · | -3 | 0 | -4 | · | 2 | -6 | ·
CCC(=O)N1[C@@H]2c3ccc(-c4cccc(F)c4)c(=O)n3C[C@H]1[C@H](CO)[C@H]2C(=O)OC | 11 | 0[16.7 µM] | 5 | · | -1 | 1 | -12 | -0.2
Fc1ccc(CNCCc2ccc3c(c2)OCO3)cc1 | -8 | -8 | 1 | -9 | -6 | 0 | 0 | 0.3
Clc1ccc(CCC(Cn2ccnc2)Sc2c(Cl)cccc2Cl)cc1 (configuration not stated) | 1 | 2 | -4 | -1 | 0 | 0 | 1 | -0.4
CC/C(=N\NC(=O)Nc1ccccc1)c1c(O)n(Cc2ccccc2)c(=O)[nH]c1=O | -21 | -6 | 4 | 13 | 2 | 6 | -3 | 2.4
CCCOc1ccc(N2C(=O)CC(N3CC=C(c4ccccc4)CC3)C2=O)cc1 (configuration not stated) | -29 | 7 | 2 | · | 4 | 7 | -2 | ·
O=C1NC(=O)C2(CCCC2)C(=O)N1 | -1 | -10 | -6 | -4 | -6 | -2 | 2 | 1.0
O=C(Cc1ccccc1)N1CCCCN2[C@H](CO)[C@@H](c3ccc(C#Cc4ccccc4)cc3)[C@@H]2C1 | -14 | -11[16.7 µM] | -2 | 7 | -3 | 5 | 1 | -0.9
Cn1cc(C(=O)NP(=O)(N2CCOCC2)N2CCOCC2)c2ccccc21 | 4 | -2 | 1 | -22 | -1 | · | -3 | ·
COc1ccc(C(=O)C23CN4CN(CN(C4)C2)C3)cc1 | -5 | -6 | -2 | 2 | 4 | 6 | 2 | 0.0
Cc1ccc(N2C(=O)/C(=C/c3ccc(CN(CCC#N)S(C)(=O)=O)o3)C(=O)NC2=S)cc1 | · | -1 | 6 | 9 | · | -5 | -11 | ·
O=c1[nH]c(O)c(C=NCCc2ccccc2)c(=O)[nH]1 | -5 | · | · | 6 | -1 | · | · | 0.3
CN1CCN2c3ccc(N)cc3CC3(C(=O)NC(=O)NC3=O)C2C1 (configuration not stated) | 40 | -1 | 0 | 5 | 4 | 9 | -14 | 0.1

5 entries from above in a different format.
mol	RAD52 inh	miR122 inh	Cneo AK release	PGC1a acetyl inh	ERAP1 HTS inh	PglD inh	RAD54 inh	E-sel inducer
O=c1[nH]c(O)c(C=NCCc2ccccc2)c(=O)[nH]1	-5	·	·	6	-1	·	·	0.3
CN1CCN2c3ccc(N)cc3CC3(C(=O)NC(=O)NC3=O)C2C1 (configuration not stated)	40	-1	0	5	4	9	-14	0.1
CCCOc1ccc(N2C(=O)CC(N3CC=C(c4ccccc4)CC3)C2=O)cc1 (configuration not stated)	-29	7	2	·	4	7	-2	·
O=C(Cc1ccccc1)N1CCCCN2[C@H](CO)[C@@H](c3ccc(C#Cc4ccccc4)cc3)[C@@H]2C1	-14	-11[16.7 µM]	-2	7	-3	5	1	-0.9
O=C1NC(=O)C2(CCCC2)C(=O)N1	-1	-10	-6	-4	-6	-2	2	1.0

Laid out differently: 3 of the compounds above.
smiles	RAD52 inh	miR122 inh	Cneo AK release	PGC1a acetyl inh	ERAP1 HTS inh	PglD inh	RAD54 inh	E-sel inducer
Cc1ccc(N2C(=O)/C(=C/c3ccc(CN(CCC#N)S(C)(=O)=O)o3)C(=O)NC2=S)cc1	·	-1	6	9	·	-5	-11	·
O=c1[nH]c(O)c(C=NCCc2ccccc2)c(=O)[nH]1	-5	·	·	6	-1	·	·	0.3
CN1CCN2c3ccc(N)cc3CC3(C(=O)NC(=O)NC3=O)C2C1 (configuration not stated)	40	-1	0	5	4	9	-14	0.1

New compounds follow
SMILES | RAD52 inh | miR122 inh | Cneo AK release | PGC1a acetyl inh | ERAP1 HTS inh | PglD inh | RAD54 inh | E-sel inducer
COc1ccc(-c2nn(CCC#N)cc2C(=O)NCc2ccccc2)cc1OC | 4 | 7 | -1 | 9 | -1 | -6 | -1 | ·
C[C@@H]1CN([C@H](C)CO)C(=O)CCCn2cc(nn2)CO[C@@H]1CN(C)C(=O)Oc1cccc2ccccc12 | -7 | 0[16.7 µM] | 18 | 3 | 7 | 0 | -6 | 0.0
O=C(Cc1ccccn1)N1CCCCN2[C@H](CO)[C@@H](c3ccc(-c4ccccc4)cc3)[C@H]2C1 | -10 | 4[16.7 µM] | 0 | 9 | -1 | 2 | 5 | 0.3
CSc1ncc(Cl)c(C(=O)O)n1 (tested in a mixture with another compound) | · | 0 | -2 | -1 | · | 2 | -6 | ·
Nc1ccccc1N=Cc1c(O)n(CCC2=CCCCC2)c(=O)[nH]c1=O | · | -11 | 0 | 13 | · | · | 7 | ·
COc1ccc(C(c2ccc(OC)cc2)C(Cl)(Cl)Cl)cc1 | -6 | -1 | -2 | -93 | -2 | -1 | -10 | ·
CCC(C)(C)n1nnnc1CN1CCC(n2c(C)nc3cc(C(F)(F)F)ccc32)CC1 | · | -7 | 15 | 1 | · | -3 | -6 | ·
Cc1cccc(NC(=O)CSc2nnc([C@@H](N)Cc3c[nH]c4ccccc34)o2)c1C | · | -3 | -7 | -1 | · | 1 | -10 | ·
CS(=O)(=O)c1ccc(C(=O)N2CCC(C(=O)O)(c3ccccc3)CC2)cc1 | -10 | -4 | 3 | · | -2 | -4 | 3 | ·
CC(=O)Nc1ccccc1OC(=O)N(C)C | · | -1 | 0 | 6 | · | -1 | 3 | ·
N/C(=N\[N+](=O)[O-])N/N=C/c1ccc(O)cc1 | -11 | · | -1 | 0 | -3 | 2 | 2 | ·
COC(=O)C1CN(C#N)N(c2ccc(Cl)cc2)C12c1ccccc1-c1ccccc12 (configuration not stated) | -7 | -11 | -3 | -17 | 2 | 2 | 3 | ·
O=C(Cc1ccccn1)N1CCCCN2[C@@H](CO)[C@H](c3ccc(-c4ccccc4F)cc3)[C@@H]2C1 | 9 | 4[16.7 µM] | 0 | 9 | 0 | 4 | 4 | -0.2
CN(C)C(=O)Oc1ccc2c(=O)c(Oc3ccccc3Br)coc2c1 | -14 | -5 | 1 | -9 | 5 | 0 | -3 | ·
CC1CCC/C=C/C2CC(O)CC2C(O)/C=C/C(=O)O1 (configuration not stated) | · | -23 | 1 | 73* | · | 3 | 0 | ·
C[C@H]1CN([C@@H](C)CO)C(=O)CCCn2nncc2CO[C@@H]1CN(C)C(=O)Oc1ccc2ccccc2c1 | 11 | -5[16.7 µM] | 5 | 6 | -1 | -1 | 10 | 0.8
CCOP(=O)(C#CC(C)(C)C)C(O)(c1ccccc1)C(F)(F)F (configuration not stated) | · | 0 | 6 | 9 | · | 1 | -10 | ·
O=C(N/N=C/c1c(O)n(Cc2ccc(F)cc2)c(=O)[nH]c1=O)c1ccccc1O | -22 | 7 | 7 | · | -1 | 0 | -30 | 2.3
C[C@H](CO)N1C[C@H](C)[C@H](CN(C)C(=O)Oc2ccccc2)OCc2ccccc2-c2c(n(C)c3ccccc23)C1=O | 12 | · | · | 4 | -1 | · | · | 0.0
C=C1[C@@H](OC(C)=O)[C@]23C[C@@H]1[C@@H](OC(C)=O)CC2[C@]12C4C[C@H]3[C@H]1N(CC)C[C@]4(C)CC[C@@H]2O (some centres not stated) | 78* | 1 | 0 | 1 | · | -6 | -13 | ·
CC1=NN(c2ccccc2)C(=O)C1/C=C1/C(=O)NC(=O)N(c2cc(C)cc(C)c2)C1=O (configuration not stated) | · | -7 | -1 | -13 | · | 4 | -5 | ·
COC(=O)[C@H]1[C@H](CO)[C@H]2Cn3c(ccc(-c4ccccc4F)c3=O)[C@@H]1N2C(C)=O | -6 | 1[16.7 µM] | -1 | · | 2 | 3 | 4 | -0.3
CCOc1c(Cl)cc(CNC(C)C(O)c2ccccc2)cc1OC (configuration not stated) | -6 | 1 | · | -1 | -1 | · | · | ·
FC(F)(F)/C(=N\P(=S)(N1CCOCC1)N1CCOCC1)N1CCOCC1 | -9 | 2 | · | 8 | 2 | · | · | ·
CC12CN3CC(c4ccccc4)(CN(C1)C31CCCCC1)C2=O | · | -1 | 0 | 6 | · | 0 | 0 | ·
COC(=O)[C@H]1[C@H](CO)[C@H]2Cn3c(ccc(-c4cccc(F)c4)c3=O)[C@@H]1N2Cc1ccccc1 | 1 | -5[16.7 µM] | -2 | · | 0 | -3 | 10 | 0.0
CCCC1(CCC)C(=O)NC(=NCc2ccccc2)NC1=O | · | -15 | 2 | 4 | · | -1 | -4 | ·
